# hERG rescue = hERG (human) protection from proarrhythmic block; 310,000 tested, 0.51% active; Q12809; activation (rescue from dofetilide block), less the hit threshold, % at 10 µM; CHO-hERG, FluxOR thallium flux, dofetilide IC70 present; AID 1511;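 active = activation above the mean of controls blocked by dofetilide plus 5 SD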;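 note: thallium influx through hERG after potassium depolarization seen as dye fluorescence rise; in these data hits start at about 4.7%; inactives centre near -7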
# TRPC4 inh = TRPC4 (mouse) channel inhibition | Q9QUQ5 | HEK293 TRPC4beta/mu-opioid, DAMGO-evoked Fluo4 calcium flux; active compounds read low | B-score at 10 µM | 300,000 tested, 0.39% active | AID 2247;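 active = B-score over 3 SD under the library average, no early fluorescence shift, positive overall ratio signal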
# Target sequence (Q9QUQ5 whole entry, looked up): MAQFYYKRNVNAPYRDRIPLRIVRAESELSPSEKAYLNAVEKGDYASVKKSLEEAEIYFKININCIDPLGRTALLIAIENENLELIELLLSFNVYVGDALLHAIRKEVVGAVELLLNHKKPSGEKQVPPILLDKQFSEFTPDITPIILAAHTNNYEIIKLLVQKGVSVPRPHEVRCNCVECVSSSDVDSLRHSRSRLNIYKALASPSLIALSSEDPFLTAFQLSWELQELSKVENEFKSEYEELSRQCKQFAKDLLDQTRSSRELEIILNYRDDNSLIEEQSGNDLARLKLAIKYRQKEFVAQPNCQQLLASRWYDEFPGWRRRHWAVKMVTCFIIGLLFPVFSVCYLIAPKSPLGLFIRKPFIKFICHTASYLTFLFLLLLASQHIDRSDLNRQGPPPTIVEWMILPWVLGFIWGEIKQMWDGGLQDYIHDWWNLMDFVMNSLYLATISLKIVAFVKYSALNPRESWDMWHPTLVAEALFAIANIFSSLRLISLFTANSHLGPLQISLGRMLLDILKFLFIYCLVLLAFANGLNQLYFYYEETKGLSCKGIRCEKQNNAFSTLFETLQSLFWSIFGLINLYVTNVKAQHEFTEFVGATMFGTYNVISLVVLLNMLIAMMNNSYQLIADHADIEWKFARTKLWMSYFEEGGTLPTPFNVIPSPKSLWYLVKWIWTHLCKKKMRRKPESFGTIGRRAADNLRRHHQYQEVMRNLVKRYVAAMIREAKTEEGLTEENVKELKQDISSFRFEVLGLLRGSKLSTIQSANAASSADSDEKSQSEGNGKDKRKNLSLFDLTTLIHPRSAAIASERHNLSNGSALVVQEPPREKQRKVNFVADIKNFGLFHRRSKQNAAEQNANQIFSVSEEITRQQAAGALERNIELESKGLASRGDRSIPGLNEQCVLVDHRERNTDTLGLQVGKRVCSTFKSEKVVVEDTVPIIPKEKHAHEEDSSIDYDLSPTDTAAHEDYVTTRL
#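 Material: HEK293 cells with stable TRPC4beta plus mu-opioid receptor expression; probe or stimulus: DAMGO in two steps, submaximal then maximal; technique: Fluo4 calcium fluorescence by kinetic imaging, 5 s 1 Hz baseline; measure: integrated fluorescence ratio relative to baseline, converted to per-well B score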
# TRPC4 agonist = activators of mouse TRPC4 channel. Q9QUQ5. HEK293 TRPC4beta/mu-opioid, Fluo4 calcium fluorescence; active compounds read high. 310,000 tested, 0.49% active. AID 2237. B-score at 10 µM;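 active = B-score above 5 SD of library B-scores, and initial fluorescence ratio not above library mean plus 5 SD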;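 note: positive B-score marks a calcium rise read as TRPC4 activation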
#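 Test system: HEK293 cells stably co-expressing mouse TRPC4beta and mu-opioid receptor | Schedule: Fluo4 dye loading 45 min at room temperature, 110 s recording | Measured by: Kinetic Fluo4 calcium fluorescence, 5 s baseline at 1 Hz | Evaluation: B score of integrated ratio | Controls: Buffer (low) and maximal DAMGO (high)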
# KCNQ1 block = blocks the human KCNQ1 potassium channel; P51787; CHO-K1 KCNQ1, FluxOR thallium flux fluorescence; active compounds read high; B-score at 10 µM; 310,000 tested, 1.3% active; AID 2642;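 active = compounds whose thallium flux B-score, printed positive for inhibition, exceeds three library SD while starting fluorescence stays within three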;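 note: channel opened by potassium depolarization with thallium stimulus after 20 min compound exposure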
# KCNQ1 pot = potentiators or activators of human KCNQ1 potassium channel; CHO-K1 KCNQ1, thallium flux FluxOR fluorescence; active compounds read high; B-score at 10 µM; 310,000 tested, 0.35% active;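 active = fluorescence ratio B-score, a plate-corrected score, at least three library SD, with initial intensity B-score within 5 SD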
#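 Assay system: CHO-K1 cells stably expressing KCNQ1. Medium: assay buffer for compound exposure, DMSO matched across wells. Timing: 37 °C overnight plating, 90-min dark dye load, 20-min compound pretreatment. Signal: kinetic FluxOR fluorescence, 10 s baseline plus 110 s post-stimulus.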
# Platelet DG rel = platelet dense granule release activity. human platelet-rich plasma, SFLLRN dense granule ATP release, luminescence. inhibition, %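 (compounds screened at 7.5 µM in platelet-rich plasma)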. 300,000 tested, 0.22% active;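 active = mean replicate score, as percent of positive control, at or above 50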
# TRPC4 PAM = allosterically enhances the mouse TRPC4 cation channel; HEK293 TRPC4beta/mu-opioid, DAMGO EC20, Fluo-4 Ca2+ flux; active compounds read high; B-score at 10 µM; 310,000 tested, 0.42% active;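 active = B-score of calcium response area above 5 SD of library B-scores, with initial fluorescence ratio within 5 SD of library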;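 note: B-score of integrated fluorescence ratio over time as area under calcium response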
# KCNK3 block = human KCNK3 channel inhibition, primary screen | O14649 | CHO-KCNK3 thallium flux, FluxOR fluorescence; active compounds read low | B-score at 10 µM | 340,000 tested, 0.84% active;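 active = B-score under library mean minus 4 SD, starting fluorescence ratio at most library mean plus 5 SD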;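 note: more negative B-score means stronger inhibition of thallium flux through KCNK3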
# KCNK9 block = inhibitors of human KCNK9 two-pore domain potassium channel. 310,000 tested, 1.2% active. AID 488922. B-score at 10 µM. HEK293 KCNK9, FluxOR thallium flux fluorescence; active compounds read low;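 active = ratio B-score over 3 SD below the library mean, with starting fluorescence within 5 SD of its mean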;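 note: negative B-score means less thallium flux so channel inhibition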
# DYRK1A inh = blocks rat Dyrk1A kinase activity; inhibition, % at 12.5 µM; ADP-Glo luminescence, NFATc1 peptide; AID 504441; 310,000 tested, 0.43% active; in the data active = inhibition above about 50%;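 note: plate controls were vehicle with enzyme for no effect and no enzyme for full effect; many of its hits are not listed in these tables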
# PolyA inhibitor = blocks polyadenylation in yeast reporter cells; S. cerevisiae SKY197-pL101 polyadenylation reporter, beta-gal luminescence; efflux-impaired pdr1/pdr3 knockout yeast; score 100 = 6 SD above DMSO; calls only at 12 µM; 300,000 tested, 0.02% active;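 active = lowest replicate activity score at least 50, where 100 means six control SD above control mean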;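 note: yeast exposed to compound for 9 h at 30 °C; higher score means more reporter readthrough which indicates perturbed polyadenylation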
# Active calls of the source: *; i = inactive; · = not tested or not shown. Only part of the results is shown; rates above refer to the full screens.
no.	SMILES	hERG rescue	TRPC4 inh	TRPC4 agonist	KCNQ1 block	KCNQ1 pot	Platelet DG rel	TRPC4 PAM	KCNK3 block	KCNK9 block	DYRK1A inh	PolyA inhibitor
1	CC(=O)N(C(C)=O)c1c(N2CCOCC2)c2ccccc2oc1=O	-6	i	i	i	i	-10	i	i	i	-42	i
2	CCc1ccc(NC(=O)CCCNC(=O)Cn2cnc3sc(C)c(C)c3c2=O)cc1	-4	i	i	i	i	-3	i	i	i	4	i
3	CCOc1ccc(C2CC(c3cccc(C)c3)n3nc(N)nc3N2)cc1 (stereo unspecified)	-7	i	i	i	i	5	i	i	i	-1	i
4	CSC(SC)=C(C(C)=O)C(=O)c1ccc(C)cc1	-4	i	i	i	i	31	i	i	i	0	i
5	COc1ccc(C(CNC(=O)c2cc3ccccc3cc2O)N2CCOCC2)cc1 (stereo unspecified)	-14	i	i	i	i	-3	i	i	i	0	i
6	COc1ccc(/C=C2\CCn3c2nc2ccccc2c3=O)cc1OC	-10	i	i	i	i	1	i	i	i	7	i
7	CCC(NC(=O)c1ccccc1NC(=O)c1ccccc1)C(=O)OC (stereo unspecified)	-13	i	i	i	i	-1	i	i	i	-10	i
8	CC(=O)Nc1c(C)nn(-c2ccc([N+](=O)[O-])cc2)c1C	-4	i	i	i	i	16	i	i	i	-4	i
9	Cc1cc(C)n(C(=O)C23CC4CC(CC(C4)C2)C3)n1	-3	i	i	i	i	3	i	·	i	·	i
10	COc1ccc(C2CC(c3ccc([N+](=O)[O-])cc3)=NN2C(=O)c2ccccc2)cc1OC (stereo unspecified)	-4	i	i	i	i	3	i	i	-7*	4	i
11	Cc1ccccc1OCC(=O)OCn1nnc2ccccc2c1=O	-7	i	i	i	i	-2	i	i	i	-2	i
12	O=C(COc1ccccc1)Nc1nc2ccccc2[nH]1	-13	i	i	i	i	-2	i	i	i	1	i
13	Cc1ccc(NS(=O)(=O)c2ccc(-n3cccn3)cc2)cc1F	-6	i	i	i	i	-10	i	i	i	6	i
14	Cc1ccc(SCC(=O)N(C)CC(=O)Nc2cccc(F)c2)cc1	-12	i	i	i	i	-2	i	i	i	-9	i
15	C=CCN(c1ccccc1)S(=O)(=O)c1ccc(Cl)c(C(=O)OCC(=O)N(C)C2CCS(=O)(=O)C2)c1 (stereo unspecified)	-4	i	i	i	i	-3	i	i	i	·	i
16	CCC(=O)Nc1ccc(C(=O)Nc2cc(C)on2)cc1	-11	i	i	i	i	·	i	i	i	3	i
17	Cc1cc2c(cc1S(=O)(=O)Nc1cccc(C)c1C)OCC(=O)N2	-12	i	i	i	i	15	i	i	i	3	i
18	CCOC(=O)N1CCN(C(=O)CN(Cc2ccc(Cl)cc2)S(=O)(=O)c2ccccc2)CC1	-13	i	i	i	i	6	i	i	i	10	i
19	Cc1nn(Cc2ccc(Cl)cc2Cl)c(C)c1NC(=O)C1C2CCC(O2)C1C(=O)O (stereo unspecified)	-3	i	i	i	i	-2	i	i	i	5	i
20	Cn1ncc(N=Cc2ccc([N+](=O)[O-])cc2)c1C(=O)Nc1ccccc1	4	i	i	i	i	8	i	i	i	6	i
21	COc1ccc2c3c([nH]c2c1)C(C)N(CCC(=O)NN)CC3 (stereo unspecified)	-5	i	i	i	i	1	i	i	i	74*	i
22	CCCn1c(N)nc2ccccc21	-16	i	i	i	i	2	i	i	i	-4	i
23	Cc1cc(C)c(C#N)c(SCc2cn3c(C)cccc3n2)n1	-9	i	i	i	i	-17	i	i	i	1	i
24	O=C(NC(Nc1ccc(F)cc1)(C(F)(F)F)C(F)(F)F)c1cccnc1	-5	i	i	i	i	-3	i	i	i	-3	i

# Retrieved by structure from above (seven):
no.	SMILES	hERG rescue	TRPC4 inh	TRPC4 agonist	KCNQ1 block	KCNQ1 pot	Platelet DG rel	TRPC4 PAM	KCNK3 block	KCNK9 block	DYRK1A inh	PolyA inhibitor
23	Cc1cc(C)c(C#N)c(SCc2cn3c(C)cccc3n2)n1	-9	i	i	i	i	-17	i	i	i	1	i
13	Cc1ccc(NS(=O)(=O)c2ccc(-n3cccn3)cc2)cc1F	-6	i	i	i	i	-10	i	i	i	6	i
19	Cc1nn(Cc2ccc(Cl)cc2Cl)c(C)c1NC(=O)C1C2CCC(O2)C1C(=O)O (stereo unspecified)	-3	i	i	i	i	-2	i	i	i	5	i
17	Cc1cc2c(cc1S(=O)(=O)Nc1cccc(C)c1C)OCC(=O)N2	-12	i	i	i	i	15	i	i	i	3	i
22	CCCn1c(N)nc2ccccc21	-16	i	i	i	i	2	i	i	i	-4	i
18	CCOC(=O)N1CCN(C(=O)CN(Cc2ccc(Cl)cc2)S(=O)(=O)c2ccccc2)CC1	-13	i	i	i	i	6	i	i	i	10	i
5	COc1ccc(C(CNC(=O)c2cc3ccccc3cc2O)N2CCOCC2)cc1 (stereo unspecified)	-14	i	i	i	i	-3	i	i	i	0	i

# (continued)
no.	SMILES	hERG rescue	TRPC4 inh	TRPC4 agonist	KCNQ1 block	KCNQ1 pot	Platelet DG rel	TRPC4 PAM	KCNK3 block	KCNK9 block	DYRK1A inh	PolyA inhibitor
25	NS(=O)(=O)c1ccc(CNC(=O)c2ccc(S(=O)(=O)C(F)F)cc2)cc1	-9	i	i	i	i	3	i	i	i	-6	i
26	Cc1ccc(NC(=O)CNC2CCS(=O)(=O)C2)cc1C (stereo unspecified)	-5	i	i	i	i	-1	i	i	i	·	i
27	Cc1nc(NC(=O)c2ccccc2)sc1-c1csc(N)n1	-19	i	i	i	i	4	i	i	i	60*	i
28	COC(=O)C(C)NS(=O)(=O)c1ccc(NC(C)=O)cc1 (stereo unspecified)	-6	i	i	i	i	9	i	i	i	-2	i
29	O=C(NCc1ccccn1)c1ccc(OC2CCN(Cc3ccc(Cl)s3)CC2)cc1	-11	i	i	i	i	11	i	i	i	4	i
30	COc1cccc(Nc2nc(NCCO)nc(N3CCCC3)n2)c1	-9	i	i	i	i	0	i	i	i	·	i
31	Cc1cccc(C(=O)NCC(=O)NC(C)CCc2ccccc2)c1 (stereo unspecified)	-12	i	i	i	i	6	i	i	i	1	i
32	Cc1csc(NC(=O)Nc2ccccc2[N+](=O)[O-])n1	-7	i	i	i	i	-5	i	i	i	2	i

# Record cards (already shown).
# `COc1cccc(Nc2nc(NCCO)nc(N3CCCC3)n2)c1` as listed: hERG rescue: -9; TRPC4 inh: i; TRPC4 agonist: i; KCNQ1 block: i; KCNQ1 pot: i; Platelet DG rel: 0; TRPC4 PAM: i; KCNK3 block: i; KCNK9 block: i; DYRK1A inh: ·; PolyA inhibitor: i
# `Cc1nc(NC(=O)c2ccccc2)sc1-c1csc(N)n1` as listed: hERG rescue: -19; TRPC4 inh: i; TRPC4 agonist: i; KCNQ1 block: i; KCNQ1 pot: i; Platelet DG rel: 4; TRPC4 PAM: i; KCNK3 block: i; KCNK9 block: i; DYRK1A inh: 60*; PolyA inhibitor: i
# `Cc1csc(NC(=O)Nc2ccccc2[N+](=O)[O-])n1` as listed: hERG rescue: -7; TRPC4 inh: i; TRPC4 agonist: i; KCNQ1 block: i; KCNQ1 pot: i; Platelet DG rel: -5; TRPC4 PAM: i; KCNK3 block: i; KCNK9 block: i; DYRK1A inh: 2; PolyA inhibitor: i

# (cont.)
no.	SMILES	hERG rescue	TRPC4 inh	TRPC4 agonist	KCNQ1 block	KCNQ1 pot	Platelet DG rel	TRPC4 PAM	KCNK3 block	KCNK9 block	DYRK1A inh	PolyA inhibitor
33	Cc1ccc(S(=O)(=O)N2CCCC2CNC(=O)C(=O)NCc2cccs2)cc1 (stereo unspecified)	-14	i	i	i	i	1	i	i	i	-5	i
34	O=C(C[n+]1cccc(Br)c1)c1ccc(-c2ccccc2)cc1	-9	i	i	i	i	8	i	i	i	-1	i
35	Cc1ccccc1NC(=S)NNc1ncc(C(F)(F)F)cc1Cl	-10	i	i	i	i	-2	i	i	i	17	i
36	Cc1ccc(C(C(=O)NC2CCCCC2)N(C(=O)c2csnn2)c2ccccc2F)o1 (stereo unspecified)	-4	i	i	i	i	0	i	i	i	2	i
37	CCn1nc(C(=O)OCC(=O)Nc2ncc(Cl)c(C)c2Cl)c2ccccc2c1=O	-14	i	i	i	i	-17	i	i	i	-2	i
38	O=C(CSc1nc2ccccc2[nH]1)c1ccccc1F	-10	i	i	i	i	-1	i	i	i	1	i
39	Cc1cc(C)cc(NC(=O)NC2CCCCCCC2)c1	-9	i	i	7*	i	·	i	i	i	-5	·
40	Cc1cc(NC(=O)c2ccno2)no1	-3	i	i	i	i	-26	i	i	i	1	i
41	CCN(CC)CCNC(=O)C(Oc1ccccc1)Oc1ccccc1	-8	i	i	i	i	-1	i	i	i	-2	i
42	CC(=O)c1cccc(NC(=O)c2ccc(NS(=O)(=O)c3c(C)noc3C)cc2)c1	-5	i	i	i	i	4	i	i	i	-7	i
43	Cc1ccccc1C(=O)NCC(=O)NCC1(N2CCOCC2)CCCCC1	-9	i	i	i	i	0	i	i	i	5	i
44	CCOC(=O)C1=C(C)NC(=O)NC1c1ccc(OC(=O)c2ccco2)c(OC)c1 (stereo unspecified)	-4	i	i	i	i	7	i	i	i	-3	i
45	CC(C)(C)C1CCC(=O)C(C2(O)C(=O)Nc3ccccc32)C1 (stereo unspecified)	-5	i	i	i	i	5	i	i	i	-1	i
46	Cc1ccc(Cn2c(N3CCN(C)CC3)nc3c2c(=O)[nH]c(=O)n3C)cc1	-1	i	i	i	i	0	i	i	i	3	i
47	Cc1cc(NC(=O)CCC(=O)N(CC(=O)NCC2CCCO2)c2ccc(Cl)c(Cl)c2)no1 (stereo unspecified)	-6	i	i	i	i	-2	i	i	i	-9	i
48	CSc1ccccc1NC(=O)c1ccccn1	-6	i	i	i	i	2	i	i	i	-1	i
49	S=c1[nH]nc(-c2cc(-c3ccsc3)n[nH]2)n1-c1ccccc1	-15	i	i	i	i	·	i	i	i	·	i
50	COc1ccc([N+](=O)[O-])cc1N(CC(=O)NC(C(C)C)C(C)C)S(C)(=O)=O	-2	i	i	i	i	-7	i	i	i	-2	i
